PglD inh = PglD (C. jejuni) enzyme inhibition; purified PglD enzyme, DTNB colorimetric CoA detection; inhibition, % at 12.5 µM; 360,000 compounds, 0.098% hits; AID 602405; in the data active means inhibition above about 16%, passing the limit was not always enough; further: strong numbers were not always called active
PGC1a acetyl inh = modulators of PGC1a acetylation; U2OS PGC1a acetylation, AlphaScreen anti-acetyl-lysine; with virally co-expressed GCN5 acetyltransferase; 350,000 compounds, 0.17% hits; inhibition, % at 15.6 µM;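 active means every replicate shows inhibition of at least 40%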;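 further: 0% = neutral control wells and 100% = positive control wells; some results beyond the cut were filed as inactive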
FN deposit inh = fibronectin deposition inhibition | 350,000 compounds, 0.086% hits | inhibition, % at 12.6 µM | AH1F fibroblasts, Alexa488-fibronectin deposition fluorescence, overnight;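 active means mean inhibition across replicates of 30% or more, regardless of how many single replicates reach that level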;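 further: positive control wells lacked labelled fibronectin entirely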
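Material: AH1F fibroblast monolayer depositing Alexa488-labelled fibronectin into matrix / Amount: 10000 AH1F cells per well / Signal: fluorescence 485/525 nm / Medium: DMEM, 2% serum / Compound: single dose, pinned / Incubation: 1 h cell adhesion before compound, then overnight fibronectin incubation / Reagent: Alexa488-FN, 24 nM final / Read-out: inhibition of fibronectin deposition signal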
EWS-Fli block = blocks EWS/Fli oncoprotein-driven transcription | A673 NR0B1-luciferase reporter, viability-normalised | 350,000 compounds, 0.67% hits | inhibition, % at 12.6 µM | AID 651661;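 active means mean inhibition of at least 50% after viability correction, with every replicate also passing that limit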;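 further: firefly luciferase signal divided by Alamar Blue viability fluorescence both relative to DMSO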
S100A4 inh HTS = inhibitors of human S100A4 binding to myosin IIA peptide; 360,000 compounds, 0.14% hits; inhibition, % at 10.7 µM; S100A4/TAMRA-MyoIIA peptide fluorescence polarization; P26447;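 active means mean inhibition of at least 70% across replicates, with every replicate also reaching that level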
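System – human S100A4 monomer protein, biochemical binding assay · Buffer or medium – Calcium-containing HEPES buffer, pH 7.2 · Timing – 5 min between mix addition and reading · Also added – TAMRA-labelled myosin IIA heavy-chain peptide probe, 5 nM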
LGR2 antag = Drosophila LGR2 receptor signaling inhibition | HEK293 LGR2, CRE-luciferase, bursicon-stimulated, 4 h | inhibition, % at 9.99 µM | 380,000 compounds, 0.35% hits;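 active means drop in luminescence signal, shown as inhibition above about 50% in the replicate tests, limit read from the data, passing the limit was not always enough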;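 further: agonist challenge used bursicon conditioned medium at about half maximal strength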
ERAP1 inh = ERAP1 (human) enzyme inhibition; AID 652197; 340,000 compounds, 0.15% hits; Q9NZ08; recombinant ERAP1, Leu-AMC fluorescence, 60 min; inhibition, % at 10.7 µM;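 active means mean replicate inhibition of at least 30%, or all replicates individually reaching that 30% level; inactive means mean below 30% and not every replicate reaching it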;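 further: 0% = neutral control wells and 100% = L-leucinethiol positive control wells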
Target sequence (Q9NZ08 whole entry, looked up): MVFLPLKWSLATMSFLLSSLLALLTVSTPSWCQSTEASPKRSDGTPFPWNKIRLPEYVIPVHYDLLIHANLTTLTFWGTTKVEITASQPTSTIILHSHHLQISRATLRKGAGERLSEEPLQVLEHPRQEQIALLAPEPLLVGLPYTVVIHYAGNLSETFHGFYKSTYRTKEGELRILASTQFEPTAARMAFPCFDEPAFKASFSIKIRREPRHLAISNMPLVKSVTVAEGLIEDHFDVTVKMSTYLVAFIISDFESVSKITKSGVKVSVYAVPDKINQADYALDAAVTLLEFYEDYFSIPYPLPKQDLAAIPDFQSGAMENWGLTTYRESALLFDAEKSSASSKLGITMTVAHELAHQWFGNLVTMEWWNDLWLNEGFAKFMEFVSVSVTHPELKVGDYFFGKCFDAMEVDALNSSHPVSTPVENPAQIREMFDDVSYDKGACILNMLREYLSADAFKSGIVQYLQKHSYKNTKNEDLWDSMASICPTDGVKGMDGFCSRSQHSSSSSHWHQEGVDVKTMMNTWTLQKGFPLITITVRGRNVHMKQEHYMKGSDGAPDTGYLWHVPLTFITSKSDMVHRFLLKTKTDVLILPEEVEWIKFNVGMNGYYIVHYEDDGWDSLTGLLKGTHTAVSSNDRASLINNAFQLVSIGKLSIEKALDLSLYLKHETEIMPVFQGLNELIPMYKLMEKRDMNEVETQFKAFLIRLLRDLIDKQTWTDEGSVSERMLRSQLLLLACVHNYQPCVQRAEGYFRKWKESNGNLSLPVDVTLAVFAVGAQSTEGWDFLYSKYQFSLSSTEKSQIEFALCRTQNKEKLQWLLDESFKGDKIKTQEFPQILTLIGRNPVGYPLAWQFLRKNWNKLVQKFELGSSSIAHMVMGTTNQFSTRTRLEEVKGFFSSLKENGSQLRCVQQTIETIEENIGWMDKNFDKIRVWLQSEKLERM
PAX8 reporter = inhibitors of PAX8 transcriptional activity in RMG-I cells; RMG-I TPO-luciferase reporter, SteadyGlo, 24 h; inhibition, % at 12.6 µM; 360,000 compounds, 1.2% hits;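 active means mean replicate inhibition at least 60% with every replicate also reaching 60%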;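 further: luciferase light reporting Pax8 driven TPO promoter activity; plate controls were median of neutral control wells for no effect and mitoxantrone controls for full effect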
Numbers without * were called inactive; x = no result given; & = joins results of further samples.

# | SMILES | LGR2 antag | PglD inh | PGC1a acetyl inh | ERAP1 inh
1 | O=C(COc1ccc2c(c1)OCO2)Nc1cccc(F)c1 | -13 | x | 4 | 1
2 | CC(C)[C@H](NC(=O)OC(C)(C)C)c1nnc(S(=O)(=O)Cc2c(F)cccc2Cl)o1 | 38 | 4 | 16 | 1
3 | O=C(Cc1cccs1)NC1CCCC1 | 6 | x | 2 | -5
4 | O=C1N[C@@H](Cc2c[nH]c3ccccc23)COC(=O)[C@H](Cc2ccc(F)cc2)C/C=C\C[C@@H]1CC(=O)N(CCO)Cc1ccccc1 | 13 | -1 | x | -1
5 | O=C(/C=C/c1c(F)cccc1Cl)c1ccc(O)cc1 | 8 | x | 12 | 3
6 | O=C(C[C@@H]1C=C[C@H](NC(=O)c2ccccc2)[C@H](CO)O1)Nc1ccc(-c2ccccc2)cc1 | 27 | -2 | -7 | 8
7 | COc1ccc(CN(C)C[C@H]2Oc3ccc(NS(=O)(=O)c4cn(C)cn4)cc3C(=O)N([C@H](C)CO)C[C@@H]2C)cc1 | -6 | -2 | -5 | 0
8 | CCCCCn1nc(C(=O)N2CCc3ccccc32)c2ccccc2c1=O | 13 | 1 | 10 | 0

# | FN deposit inh | S100A4 inh HTS | PAX8 reporter | EWS-Fli block
1 | -6 | -2 | 4 | -42
2 | x | 0 | x | 5
3 | -8 | 5 | -16 | -3
4 | -10 | -3 | 1 | 1
5 | 17 | 1 | 26 | 7
6 | 9 | 6 | 17 | 4
7 | x | 2 | -7 | -3
8 | 5 | -4 | 25 | 14

(list continues)
# | SMILES | LGR2 antag | PglD inh | PGC1a acetyl inh | ERAP1 inh
9 | COCC(=O)N1C[C@H](C)[C@@H](OC)CN(C)C(=O)c2cc(NC(=O)c3ccc(OC)cc3)ccc2OC[C@@H]1C | 15 | 1 | 13 | 1
10 | N#Cc1ccc(-c2ccco2)nc1SCc1ccccc1 | x | 5 | -3 | x
11 | CCC(=O)Nc1ccc2c(c1)OC[C@H](C)N(C(=O)NC(C)C)C[C@H](C)[C@H](OC)CN(C)C2=O | 9 | -1 | 6 | 0
12 | Cc1nn(-c2ccccc2)c(C)c1/C=N/Nc1nc2ccccc2[nH]1 | -40 | 1 | -2 | 7
13 | O=C(NC(=S)N(Cc1ccccc1)c1ccccn1)C1CC1 | 2 | -6 | 1 | 4
14 | CCCC(=O)N1CCC2(CC1)CN(C(=O)Nc1cccc(F)c1)[C@@H](CO)c1c2c2ccc(OC)cc2n1C | 19 | x | x | 0
15 | COc1ccc(OC)c(NC(=O)CSc2nnc(CCCO)n2-c2ccccc2)c1 | -2 | -4 | -10 | x
16 | COc1cc(C(=O)NNC(=O)C2CC=CCC2C(=O)O)cc(OC)c1OC (stereo not given) | -34 | x | x | -2

# | FN deposit inh | S100A4 inh HTS | PAX8 reporter | EWS-Fli block
9 | 1 | 1 | -12 | 3
10 | 10 | x | 11 | x
11 | -5 | -4 | -9 | -1
12 | 16 | -1 | 2 | 46
13 | -2 | 9 | -16 | -4
14 | x | -13 | x | 4
15 | 2 | x | x | x
16 | 1 | -1 | -11 | 7

(list continues)
# | SMILES | LGR2 antag | PglD inh | PGC1a acetyl inh | ERAP1 inh
17 | CSCC(=O)Nc1nc(-c2ccc3c(c2)OCCO3)cs1 | -55 | x | x | 3
18 | CC1Cc2ccccc2N1CC(=O)Nc1cccc(S(N)(=O)=O)c1 (stereo not given) | 4 | -1 | 3 | 0
19 | CCOC(=O)c1c(NC(=O)COC(=O)C2CC2C)sc(C)c1C (stereo not given) | 30 | x | x | -3
20 | CN(C)CCCNC(=O)[C@H]1[C@H](CO)[C@H]2Cn3c(ccc(C4=CCCC4)c3=O)[C@@H]1N2Cc1cocn1 | -15 | 3 | x | 0
21 | CCC(=O)N1C[C@H](C)[C@@H](OC)CN(C)C(=O)c2cc(NC(=O)Nc3ccc(Cl)cc3)ccc2OC[C@@H]1C | 7 | 4 | 8 | -2
22 | N#C[C@H]1N[C@H](CO)[C@@H]1c1ccc(C#Cc2cccnc2)cc1 | -2 | 1 | 3 | -4
23 | CCCc1cc(N2CCCC2)n2nc(C)c(-c3ccccc3)c2n1 | x | 2 | -7 | x
24 | O=C(O)CCC1OC(=O)C(O)=C1c1ccccc1 (stereo not given) | x | -1 | 7 | -1

# | FN deposit inh | S100A4 inh HTS | PAX8 reporter | EWS-Fli block
17 | -15 | 2 | -152 | -57
18 | -4 | -2 | 3 | 9
19 | 5 | -3 | 14 | 3
20 | x | 19 | -7 | -5
21 | 13 | -9 | x | 6
22 | 6 | -12 | 0 | -14
23 | -6 | x | -1 | x
24 | x | -2 | x | -1

Further structures follow.
# | SMILES | LGR2 antag | PglD inh | PGC1a acetyl inh | ERAP1 inh
25 | O=C1C2CCCCC2C(=O)N1c1ccc(S(=O)(=O)Nc2ncccn2)cc1 (stereo not given) | 1 | -3 | 8 | -2
26 | O=c1c2[nH]c3ccc(F)cc3c2ncn1CC1CCCO1 (stereo not given) | -19 | -4 | 10 | x
27 | C[C@@H](NC(=O)C[C@@H]1C=C[C@@H](NC(=O)CN2CCOCC2)[C@H](CO)O1)c1ccccc1 | -10 | -2 | 3 | 7
28 | COc1ccc(NC(=O)CCN2CCC(C)CC2)cc1 | x | 2 | 6 | x
29 | COc1ccc(-c2oc3cc(OC)c(O)c(OC)c3c(=O)c2OC)cc1O | x | 5 | -13 | -2
30 | Cc1ccc(S(=O)(=O)N2CCOCC2)cc1NC(=O)COC(=O)c1ccc2c(c1)OCCO2 | 13 | -2 | 2 | -3
31 | CCCCCCSc1cccc(-c2nc3ccc(Cl)cn3c2NCCCC)c1 | -8&-37 | 2 | 0 | -2&-2
32 | Cc1cc(C)c(S(=O)(=O)CCC(C)C)c(=O)[nH]1 | 6 | x | 5 | -2
33 | COc1cc(C(O)c2nc(-c3cccc(F)c3)cs2)ccc1F (stereo not given) | -28 | 3 | -11 | 2

# | FN deposit inh | S100A4 inh HTS | PAX8 reporter | EWS-Fli block
25 | x | 4 | 8 | 8
26 | 2 | -3 | -51 | -25
27 | -1 | 4 | -4 | 6
28 | -7 | x | 2 | x
29 | x | -15 | x | 24
30 | -6 | 0 | -26 | 2
31 | -1&-2 | -17&-3 | -3&-12 | 11&5
32 | 1 | -7 | -2 | -10
33 | 5 | 0 | -27 | -20

Ordered by molecular weight (falling): some entries from above
# | SMILES | LGR2 antag | PglD inh | PGC1a acetyl inh | ERAP1 inh
21 | CCC(=O)N1C[C@H](C)[C@@H](OC)CN(C)C(=O)c2cc(NC(=O)Nc3ccc(Cl)cc3)ccc2OC[C@@H]1C | 7 | 4 | 8 | -2
20 | CN(C)CCCNC(=O)[C@H]1[C@H](CO)[C@H]2Cn3c(ccc(C4=CCCC4)c3=O)[C@@H]1N2Cc1cocn1 | -15 | 3 | x | 0
31 | CCCCCCSc1cccc(-c2nc3ccc(Cl)cn3c2NCCCC)c1 | -8&-37 | 2 | 0 | -2&-2
25 | O=C1C2CCCCC2C(=O)N1c1ccc(S(=O)(=O)Nc2ncccn2)cc1 (stereo not given) | 1 | -3 | 8 | -2
16 | COc1cc(C(=O)NNC(=O)C2CC=CCC2C(=O)O)cc(OC)c1OC (stereo not given) | -34 | x | x | -2
29 | COc1ccc(-c2oc3cc(OC)c(O)c(OC)c3c(=O)c2OC)cc1O | x | 5 | -13 | -2
18 | CC1Cc2ccccc2N1CC(=O)Nc1cccc(S(N)(=O)=O)c1 (stereo not given) | 4 | -1 | 3 | 0
19 | CCOC(=O)c1c(NC(=O)COC(=O)C2CC2C)sc(C)c1C (stereo not given) | 30 | x | x | -3
33 | COc1cc(C(O)c2nc(-c3cccc(F)c3)cs2)ccc1F (stereo not given) | -28 | 3 | -11 | 2
17 | CSCC(=O)Nc1nc(-c2ccc3c(c2)OCCO3)cs1 | -55 | x | x | 3

# | FN deposit inh | S100A4 inh HTS | PAX8 reporter | EWS-Fli block
21 | 13 | -9 | x | 6
20 | x | 19 | -7 | -5
31 | -1&-2 | -17&-3 | -3&-12 | 11&5
25 | x | 4 | 8 | 8
16 | 1 | -1 | -11 | 7
29 | x | -15 | x | 24
18 | -4 | -2 | 3 | 9
19 | 5 | -3 | 14 | 3
33 | 5 | 0 | -27 | -20
17 | -15 | 2 | -152 | -57

# | SMILES | LGR2 antag | PglD inh | PGC1a acetyl inh | ERAP1 inh
22 | N#C[C@H]1N[C@H](CO)[C@@H]1c1ccc(C#Cc2cccnc2)cc1 | -2 | 1 | 3 | -4
26 | O=c1c2[nH]c3ccc(F)cc3c2ncn1CC1CCCO1 (stereo not given) | -19 | -4 | 10 | x
28 | COc1ccc(NC(=O)CCN2CCC(C)CC2)cc1 | x | 2 | 6 | x
32 | Cc1cc(C)c(S(=O)(=O)CCC(C)C)c(=O)[nH]1 | 6 | x | 5 | -2
24 | O=C(O)CCC1OC(=O)C(O)=C1c1ccccc1 (stereo not given) | x | -1 | 7 | -1

# | FN deposit inh | S100A4 inh HTS | PAX8 reporter | EWS-Fli block
22 | 6 | -12 | 0 | -14
26 | 2 | -3 | -51 | -25
28 | -7 | x | 2 | x
32 | 1 | -7 | -2 | -10
24 | x | -2 | x | -1

Screening data (PubChem)
